# C diff HTS – C. difficile growth inhibitors, primary screen, HTS | 86,000 tested, 0.25% active | AID 1259249, 2017 | Clostridium difficile clinical isolate growth, OD600, 24 h; stronger effect = lower value | growth activity, negative = inhibition, % at 16 µg/mL (by protocol);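 active means mean growth activity at or below -80% and every replicate also at or below -80%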;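 further: 0% = DMSO wells and -100% = levofloxacin 16 µg/mL wells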
# T cruzi growth – T. cruzi intracellular proliferation inhibitors, primary screen, cell-based, beta-gal Tulahuen parasites, NIH3T3 host, luminescence | T. cruzi beta-gal in NIH3T3, GalScreen luminescence, 90 h | inhibition, % at 8.34 µM | 77,000 tested, 5.9% active | AID 624255, 2012;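 active means mean inhibition above about 93%, with at least 55% of replicates each passing it, limit read from the data, passing the limit was not always enough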
# GASC1 inh – inhibitors of GASC-1 (KDM4C) histone demethylase, primary screen, biochemical, single concentration HTS; Lysine-specific demethylase 4C (Homo sapiens), Q9H3R0; GST-KDM4C 2-372, H3K9me3 peptide, LANCE TR-FRET; inhibition, % at 12.5 µM; 96,000 tested, 0.15% active;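 active means mean replicate inhibition above about 25%, with at least 55% of replicates also reaching it, limit read from the data, passing the limit was not always enough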
# Target sequence (Q9H3R0 2-372 limits assumed): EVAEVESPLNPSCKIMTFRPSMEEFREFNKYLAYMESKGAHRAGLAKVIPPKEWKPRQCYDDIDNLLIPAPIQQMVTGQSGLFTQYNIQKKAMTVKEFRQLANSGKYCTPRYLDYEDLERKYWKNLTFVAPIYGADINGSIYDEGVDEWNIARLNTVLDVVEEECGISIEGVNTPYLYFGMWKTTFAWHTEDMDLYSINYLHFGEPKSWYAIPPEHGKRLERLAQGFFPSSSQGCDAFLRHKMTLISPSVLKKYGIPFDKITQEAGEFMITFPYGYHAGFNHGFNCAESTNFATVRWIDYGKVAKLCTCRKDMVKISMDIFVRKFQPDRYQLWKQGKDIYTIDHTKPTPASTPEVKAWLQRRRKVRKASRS
#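 Assay system: GST-GASC-1 enzyme fragment 2-372 | Amount: 10 nM enzyme | Medium: HEPES buffer, pH 7.5, plus ascorbate | Reagent: H3K9me3 peptide substrate, Fe(II), 2-oxoglutarate | Doses: Single-point compound screen | Incubation: 30 min demethylation and 1 h detection at room temperature | Measured by: LANCE TR-FRET, excitation 340 nm, emissions 618 and 671 nm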
# Pf Dd2 inh – P. falciparum Dd2 growth inhibitors, primary screen, SYBR Green fluorescence, single dose replicates; 72 h; stronger effect = lower value; activity change, % at 10 µM; 94,000 tested, 2.3% active; AID 1159554, 2015; in the data active means activity change below about -80%
# * marks the source's active call; other numbers are inactive results; / = not tested or not shown; & = joins results of further samples.
# Under each structure – C diff HTS	T cruzi growth	GASC1 inh	Pf Dd2 inh
1	C[C@H]1CN([C@@H](C)CO)S(=O)(=O)c2ccc(-c3ccncc3)cc2O[C@H]1CN(C)C(=O)C1CCC1
    /	88	3.1	-12
2	COc1ccc(CN(C)C[C@@H]2Oc3c(NC(=O)C4CCCCC4)cccc3C(=O)N([C@@H](C)CO)C[C@H]2C)cc1
    -3	64	-0.6	-68
3	COc1cccc(-c2ccc([C@H]3[C@@H](CO)N4CCCCN(S(=O)(=O)c5cn(C)cn5)C[C@H]34)cc2)c1
    -14	23	-0.7	32
4	O=C(C[C@@H]1CC[C@H]2[C@@H](COC[C@H](O)CN2Cc2ccccc2F)O1)NCc1ccccc1F
    -1	62	1.7	-45
5	CCC(=O)N1[C@H](CO)[C@H](c2ccc(C3=CCCC3)cc2)C12CN(C(=O)COC)C2
    -7	/	3.4	11
6	CCNC(=O)[C@H]1[C@H](CO)[C@H]2Cn3c(ccc(-c4ccc(OC)cc4)c3=O)[C@@H]1N2CC
    1	5	-1.2	6
7	C[C@@H]1CCCCO[C@H](CN(C)C(=O)c2ccccc2)[C@@H](C)CN([C@H](C)CO)C(=O)c2cc(NS(=O)(=O)c3ccc(Cl)cc3)ccc2O1
    -11	-34	1.8	-42
8	C[C@@H]1CN([C@@H](C)CO)C(=O)c2cc(N(C)C)ccc2O[C@@H](C)CCCCO[C@@H]1CN(C)C
    1	37	2.3	4
9	COc1ccc(CN(C)C[C@@H]2Oc3c(NS(=O)(=O)c4ccc(Cl)cc4)cccc3C(=O)N([C@H](C)CO)C[C@@H]2C)cc1
    4	58	1.3	-3
10	C[C@H]1CN([C@@H](C)CO)C(=O)c2cccc(NC(=O)C3CCCCC3)c2O[C@H]1CN(C)S(=O)(=O)c1ccc(Cl)cc1
    4	-181	-1.8	-47
11	O=C(C[C@@H]1CC[C@@H](NC(=O)C2CCOCC2)[C@@H](CO)O1)Nc1ccccc1
    2	/	-0.7	34
12	COC(=O)[C@H]1[C@H](CO)[C@H]2Cn3c(ccc(-c4ccccc4)c3=O)[C@H]2N1CC1CCCCC1
    31	28	2.7	-8
13	COc1ccc(S(=O)(=O)N(C)C[C@@H]2OCCCC[C@H](C)Oc3ccc(NC(=O)NC4CCCCC4)cc3C(=O)N([C@H](C)CO)C[C@H]2C)cc1
    0	94	1.1	-78
14	C[C@H](CO)N1C[C@H](C)[C@H](CN(C)C(=O)CN2CCOCC2)Oc2cc(/C=C/c3ccccc3)ccc2S1(=O)=O
    1	/	1.5	14
15	O=S(=O)(Cc1ccccc1)NCC[C@H]1CC[C@@H](NS(=O)(=O)c2ccccc2)[C@@H](CO)O1
    1	-8	1.0	-17
16	O=C(Nc1ccc(F)cc1)N[C@H]1CC[C@@H](CC(=O)N2CCCCC2)O[C@H]1CO
    4	-27	0.5	-2
17	C[C@@H]1CN([C@H](C)CO)C(=O)c2cccc(NS(=O)(=O)c3cccs3)c2O[C@H]1CN(C)C(=O)Nc1ccc2c(c1)OCO2
    /	-102	0.6	-19
18	C[C@@H]1CCCCO[C@@H](CN(C)C(=O)Nc2ccc(C(F)(F)F)cc2)[C@H](C)CN([C@@H](C)CO)C(=O)c2cc(NC(=O)c3ccncc3)ccc2O1
    2	94	-3.2	27
19	C[C@@H]1CN([C@@H](C)CO)C(=O)c2cc(C#CC3(O)CCCC3)cnc2O[C@H]1CN(C)C(=O)C1CCC1
    -3	83	-1.6	1
20	CC(C)CC#Cc1ccc2c(c1)O[C@@H](CN(C)Cc1ccc3c(c1)OCO3)[C@@H](C)CN([C@@H](C)CO)S2(=O)=O
    25	47	-3.1	-64
21	C[C@@H]1CN([C@H](C)CO)C(=O)Cc2cc(NS(=O)(=O)c3cn(C)cn3)ccc2O[C@@H]1CN(C)C(=O)Nc1ccc(F)cc1
    -1	4	0.5	10
22	O=C(C[C@H]1CC[C@H]2[C@@H](COC[C@@H](O)CN2C(=O)Nc2ccc(Cl)cc2)O1)NC1Cc2ccccc2C1
    47&-16	/	-3.8	-1
23	NCC[C@@H]1CC[C@H](NC(=O)CCN2CCCCC2)[C@H](CO)O1
    3	/	-0.7	34
24	C[C@@H]1CN([C@H](C)CO)C(=O)c2cc(NC(=O)C3CCCCC3)ccc2O[C@@H](C)CCCCO[C@H]1CN(C)C(=O)C1CCCCC1
    -14	-95	-1.1	-59
25	CN(C)C(=O)[C@@H]1[C@@H](CO)[C@@H]2Cn3c(ccc(-c4ccccc4F)c3=O)[C@@H]2N1C(=O)C1CC1
    0	31	-0.9	-6
26	CN(C)C(=O)c1ccc(-c2ccccc2[C@H]2[C@@H](CO)N(C(=O)C3CC3)[C@H]2C#N)cc1
    -1	/	/	15
27	CC(C)NC(=O)N(C)C[C@@H]1Oc2c(NC(=O)Nc3cccc4ccccc34)cccc2C(=O)N([C@@H](C)CO)C[C@@H]1C
    -6	86	-0.2	-7
28	C[C@H]1CCCCO[C@H](CN(C)CC2CCCCC2)[C@@H](C)CN([C@@H](C)CO)C(=O)c2cc(NS(=O)(=O)c3cccs3)ccc2O1
    11	25	0.0	-36
29	CC=Cc1ccc2n(c1=O)C[C@@H]1[C@@H](CO)[C@H](C(=O)NCC3CC3)[C@H]2N1CCC (mixture of isomers)
    -3	-2	-0.8	4
30	Cc1noc(C)c1NC(=O)Nc1ccc2c(c1)C(=O)N([C@@H](C)CO)C[C@@H](C)[C@@H](CN(C)C(=O)Nc1ccccc1)OCCCC[C@H](C)O2
    -8	-37	0.0	14

# Whole records as entered above. Values in the order: C diff HTS | T cruzi growth | GASC1 inh | Pf Dd2 inh
# Shown for C[C@@H]1CCCCO[C@@H](CN(C)C(=O)Nc2ccc(C(F)(F)F)cc2)[C@H](C)CN([C@@H](C)CO)C(=O)c2cc(NC(=O)c3ccncc3)ccc2O1 → 2 | 94 | -3.2 | 27
# Shown for CC(C)NC(=O)N(C)C[C@@H]1Oc2c(NC(=O)Nc3cccc4ccccc34)cccc2C(=O)N([C@@H](C)CO)C[C@@H]1C → -6 | 86 | -0.2 | -7
# Shown for O=C(Nc1ccc(F)cc1)N[C@H]1CC[C@@H](CC(=O)N2CCCCC2)O[C@H]1CO → 4 | -27 | 0.5 | -2
# Shown for CN(C)C(=O)[C@@H]1[C@@H](CO)[C@@H]2Cn3c(ccc(-c4ccccc4F)c3=O)[C@@H]2N1C(=O)C1CC1 → 0 | 31 | -0.9 | -6
# Shown for COc1ccc(S(=O)(=O)N(C)C[C@@H]2OCCCC[C@H](C)Oc3ccc(NC(=O)NC4CCCCC4)cc3C(=O)N([C@H](C)CO)C[C@H]2C)cc1 → 0 | 94 | 1.1 | -78

# Carrying on.
# Under each structure – C diff HTS	T cruzi growth	GASC1 inh	Pf Dd2 inh
31	Cc1ccc(S(=O)(=O)Nc2ccc3c(c2)C(=O)N([C@H](C)CO)C[C@@H](C)[C@H](CN(C)C(=O)Nc2c(C)noc2C)OCCCC[C@@H](C)O3)cc1
    3	20	1.1	-12
32	C[C@@H]1CCCCO[C@@H](CN(C)Cc2ccc(Cl)c(Cl)c2)[C@@H](C)CN([C@H](C)CO)C(=O)c2cc(NC(=O)c3ccccc3)ccc2O1
    5	96*	-0.6	-14
33	COc1cccc(S(=O)(=O)N2CC[C@@H]3[C@H](CO)Nc4ccc(C#Cc5cccnc5)cc4[C@@H]32)c1
    -8	110*	-1.2	-8
34	CN(C)C(=O)c1cccc(-c2ccccc2[C@@H]2[C@@H](C#N)N(C(=O)C3CCC3)[C@H]2CO)c1
    -1	/	-1.0	-12
35	C[C@H](CO)N1C[C@H](C)[C@H](CN(C)Cc2ccc3c(c2)OCO3)Oc2ccc(N(C)C)cc2CC1=O
    0	47	1.4	15
36	C[C@@H]1CN([C@@H](C)CO)S(=O)(=O)c2ccc(C#CC(C)(C)O)cc2O[C@@H]1CN(C)Cc1ccc(F)cc1
    -2	/	14	-28
37	C[C@@H]1CN([C@@H](C)CO)C(=O)c2ccccc2-c2ccccc2CO[C@@H]1CN(C)C
    -2	0	1.0	8
38	C[C@H]1CN([C@@H](C)CO)S(=O)(=O)c2ccc(-c3cncnc3)cc2O[C@H]1CN(C)C(=O)c1cccc(F)c1
    -1	/	0.2	-8
39	O=C(NCC[C@H]1CC[C@@H](NC(=O)C2CCCC2)[C@@H](CO)O1)Nc1ccc(Cl)cc1
    -1	/	-0.9	-10
40	O=C(Nc1ccc(C(F)(F)F)cc1)N[C@H]1CC[C@@H](CC(=O)N2CCCCC2)O[C@H]1CO
    -4	/	-1.4	2
41	C[C@@H]1CCCCO[C@@H](CN(C)S(=O)(=O)c2cn(C)cn2)[C@@H](C)CN([C@H](C)CO)C(=O)c2cc(NC(=O)Nc3ccc(F)cc3)ccc2O1
    /	-6	1.8	-24
42	C[C@H]1CN([C@@H](C)CO)C(=O)Cc2cc(NC(=O)Nc3ccccc3)ccc2O[C@H]1CN(C)CC1CC1
    -6	34	-1.7	-75
43	C[C@@H]1CCCCO[C@@H](CN(C)Cc2ccc(C(F)(F)F)cc2)[C@@H](C)CN([C@@H](C)CO)C(=O)c2cc(NC(=O)CCC(F)(F)F)ccc2O1
    4	83	-0.1	-45
44	CC=Cc1ccc2n(c1=O)C[C@H]1[C@H](CO)[C@@H](C(=O)NC3CCCC3)N(Cc3ccccc3)[C@@H]21 (mixture of isomers)
    6	43	3.4	-22
45	Cc1ccc(-c2ccc([C@@H]3[C@@H](CO)N4C(=O)CN(C(=O)Nc5cccc(F)c5)C[C@@H]34)cc2)cc1
    9	/	-2.1	-42
46	C[C@H](CO)N1C[C@H](C)[C@H](CN(C)S(=O)(=O)c2ccc(F)cc2)Oc2c(NC(=O)Nc3ccc4c(c3)OCO4)cccc2C1=O
    9	-14	/	-34
47	COCC(=O)N[C@@H]1C[C@@H]2O[C@@H](CO)CC[C@@H]2O[C@@H]1CCc1ccc(-c2ccccc2)cc1
    2	/	/	-27
48	CCCNC(=O)[C@H]1[C@H](CO)[C@H]2Cn3c(ccc(-c4ccc(F)cc4)c3=O)[C@@H]1N2Cc1ccccc1F
    2	82	0.2	3
49	C[C@H](CO)N1C[C@H](C)[C@H](CN(C)CC2CC2)Oc2c(NS(=O)(=O)c3ccccc3)cccc2C1=O
    2	28	1.8	5
50	O=C(Cc1cccnc1)N1CC(=O)N2[C@H](C1)[C@@H](c1ccc(C3=CCCC3)cc1)[C@@H]2CO
    -9	/	0.9	-22
51	COC(=O)C[C@@H]1CC[C@@H](NS(=O)(=O)c2ccc(OC)cc2)[C@@H](CO)O1
    /	-9	1.6	3
52	CO[C@@H]1CN(C)C(=O)c2ccc(NC(=O)Nc3c(C)noc3C)cc2OC[C@@H](C)N(CC2CC2)C[C@@H]1C
    /	15	0.5	3
53	COc1ccc(NC(=O)N(C)C[C@@H]2OCCCC[C@@H](C)Oc3ccc(NC(=O)c4ccccc4)cc3C(=O)N([C@@H](C)CO)C[C@H]2C)cc1
    3	59	0.1	-19
54	COc1ccc(S(=O)(=O)N[C@@H]2CC[C@@H](CC(=O)N3CCC(Cc4ccccc4)CC3)O[C@H]2CO)cc1
    -12	22	0.2	0
55	CNC[C@@H]1Oc2ccc(NC(=O)Nc3ccc4c(c3)OCO4)cc2C(=O)N([C@H](C)CO)C[C@@H]1C
    -1	22	1.3	3
56	CNC[C@H]1OCCCC[C@H](C)Oc2ccc(NS(=O)(=O)c3ccc(C)cc3)cc2C(=O)N([C@@H](C)CO)C[C@@H]1C
    -2	102*	6.9	-8
57	CCCNC(=O)[C@@H]1[C@@H](CO)[C@@H]2Cn3c(ccc(C4=CCCCC4)c3=O)[C@H]1N2
    -2	33	-1.7	-11
58	C[C@@H]1CN([C@@H](C)CO)C(=O)c2cc(NC(=O)C3CC3)ccc2O[C@H]1CN(C)S(C)(=O)=O
    -9	43	0.6	15
59	COc1ccc(S(=O)(=O)N(C)C[C@@H]2OCCCC[C@@H](C)Oc3ccc(NC(=O)CCCN(C)C)cc3C(=O)N([C@H](C)CO)C[C@@H]2C)cc1
    -5	-25	1.7	-12
60	O=C(Nc1ccc2c(c1)OCO2)N[C@H]1CC[C@@H](CCNC(=O)C2CCOCC2)O[C@@H]1CO
    2	/	1.5	/
61	C[C@@H]1CN([C@H](C)CO)C(=O)c2cccc(NS(=O)(=O)c3ccc(F)cc3)c2O[C@@H]1CN(C)S(C)(=O)=O
    -5	24	-0.1	-16
62	CN1c2ccc(-c3cccc(C#N)c3)cc2[C@H]2[C@H](CCN2C(=O)NC2CCCC2)[C@@H]1CO
    2	/	-0.5	-61
63	C[C@H]1CCCCO[C@H](CN(C)S(=O)(=O)c2ccccc2)[C@@H](C)CN([C@@H](C)CO)C(=O)c2cc(NS(=O)(=O)c3ccc(Cl)cc3)ccc2O1
    -4	114*	-4.5	-52
64	CC(C)NC(=O)Nc1ccc2c(c1)C(=O)N([C@@H](C)CO)C[C@@H](C)[C@@H](CN(C)Cc1ccc(C(F)(F)F)cc1)OCCCC[C@@H](C)O2
    -4	/	0.2	/
65	COCc1cn(CC[C@@H]2CC[C@H](NC(=O)Nc3c(C)noc3C)[C@@H](CO)O2)nn1
    /	-16	0.3	21

# From PubChem
